Screening results from PubChem.
M5 PAM: CHRM5 positive allosteric modulation; P08912; CHO-K1 hM5, Fluo-8 calcium, ACh EC20 PAM; 0% = ACh EC20, 100% = ACh EC100; activation, % at 3 µM; actives 0.3% (n = 360,000);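 active = activation above the run cutoff, the mean activation of all test compounds plus 3 SD, cut at about 18% in these data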
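Assay system: CHO-K1 hM5 cells. Also added: acetylcholine at EC20 concentration, added after compound. Dosing: 3 µM, single dose. Times: compound preincubation 140 s before EC20 acetylcholine addition. Signal: Fluo-8 calcium fluorescence. Measure: % activation relative to EC20 and EC100 ACh responses. Repeats: singlicate, one well per test compound.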
CHRM1 PAM: potentiates human M1 receptor response to acetylcholine; CHO-K1 hM1, Fluo-8 calcium fluorescence, ACh EC20; 0% = ACh EC20, 100% = maximal ACh; activation, % at 3 µM; P11229; actives 0.088% (n = 360,000); in the data active = activation above about 19%, passing the limit was not always enough
Target sequence (P11229 whole entry, looked up): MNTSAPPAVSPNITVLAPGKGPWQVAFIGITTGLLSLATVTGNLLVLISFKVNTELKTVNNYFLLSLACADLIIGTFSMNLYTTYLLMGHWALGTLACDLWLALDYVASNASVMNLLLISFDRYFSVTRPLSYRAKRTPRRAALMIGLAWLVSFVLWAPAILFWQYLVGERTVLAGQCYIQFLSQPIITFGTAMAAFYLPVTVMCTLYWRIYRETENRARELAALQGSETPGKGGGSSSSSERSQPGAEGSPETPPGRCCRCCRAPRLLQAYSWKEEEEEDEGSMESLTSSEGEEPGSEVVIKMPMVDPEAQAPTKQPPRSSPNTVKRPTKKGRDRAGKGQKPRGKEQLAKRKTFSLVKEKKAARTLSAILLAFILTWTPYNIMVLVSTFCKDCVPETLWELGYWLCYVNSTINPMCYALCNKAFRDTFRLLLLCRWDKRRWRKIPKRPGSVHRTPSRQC
M5 antag: blocks acetylcholine activation of human M5 receptor | inhibition, % at 3 µM | CHO-hM5 cells, Fluo-8 calcium fluorescence, ACh EC80 | actives 0.59% (n = 360,000) | P08912;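 active = inhibition above a per-plate cutoff, the mean of that plate's test compounds plus 3 SD, cut at about 27% in these data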;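 note: 0% = acetylcholine EC80 with DMSO and 100% = DMSO without agonist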
CRFBP-R2 agonist: agonists of human CRF-binding protein/CRF-R2 receptor complex; HEK293 CRF-R2/CRF-BP, calcium dye fluorescence (FLIPR); percent of saturating CRF peptide response; activation, % at 13.2 µM; actives 0.46% (n = 350,000);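 active = activation of at least 50%, plus an integration ratio under a set limit after plate pattern correction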;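 note: plate controls were neutral control wells without compound for no effect and CRF at EC100 for full effect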
CHRM4 agonist: agonists of human muscarinic M4 receptor (CHRM4). P08173. CHO-K1 hM4/Gqi5, Fluo-8 calcium fluorescence; vehicle 0%, full acetylcholine response 100%. activation, % at 3 µM. actives 0.14% (n = 360,000);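 active = activation above the run mean over all test wells plus 3 SD, cut at about 32% in these data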;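 note: peak over basal fluorescence ratio per well then scaled between controls; 0% = DMSO wells and 100% = acetylcholine at EC100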
Target sequence (P08173 whole entry, looked up): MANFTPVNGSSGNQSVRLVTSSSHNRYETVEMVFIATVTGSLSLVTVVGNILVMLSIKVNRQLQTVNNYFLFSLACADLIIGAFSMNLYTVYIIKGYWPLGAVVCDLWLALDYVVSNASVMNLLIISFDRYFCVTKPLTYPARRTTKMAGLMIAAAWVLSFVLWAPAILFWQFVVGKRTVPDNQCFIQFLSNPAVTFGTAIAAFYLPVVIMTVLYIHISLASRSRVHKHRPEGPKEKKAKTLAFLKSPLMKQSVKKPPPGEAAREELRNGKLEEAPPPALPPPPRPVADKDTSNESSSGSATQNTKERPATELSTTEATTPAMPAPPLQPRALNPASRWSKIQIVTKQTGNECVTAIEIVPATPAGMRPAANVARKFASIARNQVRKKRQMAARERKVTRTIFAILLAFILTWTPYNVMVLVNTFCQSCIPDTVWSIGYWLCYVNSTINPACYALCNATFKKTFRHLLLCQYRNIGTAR
M4 antag: antagonists of human muscarinic M4 receptor (CHRM4). CHO-hM4 cells, ACh EC80, Fluo-8 calcium fluorescence. inhibition, % at 3 µM. P08173. actives 0.73% (n = 360,000);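 active = inhibition above its plate's cutoff, the mean inhibition of sample wells plus 3 SD, cut at about 27% in these data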;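 note: 0% = acetylcholine EC80 with DMSO and 100% = DMSO without agonist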
CHRM5 agonist: agonists of human muscarinic M5 receptor (CHRM5) | AID 624037 | CHO-K1 hM5 cells, Fluo-8 calcium fluorescence; 0% DMSO wells, 100% maximal acetylcholine response | actives 0.19% (n = 360,000) | activation, % at 3 µM | P08912;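 active = activation above the run's mean over test compounds plus 3 SD, cut at about 23% in these data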;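 note: signal is peak over basal fluorescence ratio across the kinetic read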
CHRM4 PAM: CHRM4 positive allosteric modulation; P08173; activation, % at 3 µM; CHO-K1 hM4/Gqi5, Fluo-8 calcium fluorescence, ACh EC20; 0% = ACh EC20, 100% = maximal ACh; actives 0.4% (n = 360,000);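 active = activation above its plate's cutoff, the mean activation of sample wells plus 3 SD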; note: some results filed as inactive read as strong as hits
CHRM1 antagonist: human CHRM1 antagonism | P11229 | CHO-K1 hM1, Fluo-8 calcium fluorescence, ACh EC80 antagonist | inhibition, % at 3 µM | actives 1.3% (n = 360,000) | AID 588852;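 active = percent inhibition above its own plate's cutoff, namely the mean of that plate's compound wells plus 3 SD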;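 note: peak over basal fluorescence ratio during 140 s after agonist addition; 0% = ACh EC80 plus DMSO and 100% = DMSO alone without agonist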
* = called active by the depositor; / = no result given.

SMILES	M5 PAM	CHRM1 PAM	M5 antag	CRFBP-R2 agonist	CHRM4 agonist	M4 antag	CHRM5 agonist	CHRM4 PAM	CHRM1 antagonist
CSc1nc2nc3c(cc2c(=O)n1-c1ccc(C)cc1)COC(C)(C)C3	14.2	14.7	-13.1	0.5	1.5	2.8	2.9	8.1	-16.6
CCCS(=O)(=O)NC(=O)C1(C)CCCN(C(=O)c2nc(C)oc2C)C1 (centres undefined)	3.0	9.9	-0.8	/	0.1	1.3	-0.2	1.6	-13.2
O=C(COc1ncnc2ccccc12)NCCC1=CCCCC1	-0.5	11.0	3.7	-3.1	0.3	-0.3	0.4	1.5	-6.0
O=C(CSC1=Nc2ccccc2C2CC=NN12)NCc1ccco1 (centres undefined)	5.3	-0.6	9.7	-2.4	1.2	0.7	-3.1	-4.3	-3.1
Cc1cc(NC(=O)c2cccc(C)c2[N+](=O)[O-])no1	8.8	22.0	0.3	0.4	1.5	-2.0	1.6	2.7	-13.7
O=C(O)CCC(=O)N1CCc2cc(S(=O)(=O)NC3CCCC3)ccc21	-4.1	-0.7	7.4	1.1	0.4	6.5	0.1	6.9	-0.5
CCN(C(=O)CSc1nc2ccccc2c(=O)n1-c1ccccc1F)C1CCS(=O)(=O)C1 (centres undefined)	1.6	9.6	-2.1	-1.3	0.5	-4.7	3.3	6.2	-8.3
O=S1(=O)CC(N2CCN(CCO)CC2)CN1Cc1cn(Cc2ccc(F)cc2)nn1 (centres undefined)	-10.8	/	3.0	/	1.9	1.9	0.8	11.1	/
O=C(CC(=O)c1ccccc1)Nc1cccnc1	2.5	9.9	-0.8	-0.3	0.2	0.0	-1.5	6.4	-5.1
O=C(Nc1ccc(Br)cc1)c1cc(-c2ccncc2)nc2ccccc12	-0.4	3.4	2.2	-0.8	4.8	1.1	-3.0	-4.2	-8.4
Cc1ncc(CSCC(=O)Nc2cc(C(F)(F)F)ccc2Cl)c(CO)c1O	0.2	16.6	12.8	-2.2	3.3	-5.0	-1.2	-2.6	-3.6
CCOC(=O)C[C@H]1c2ccccc2S(=O)(=O)N1Cc1ccc(Cl)cc1	1.0	1.7	3.1	0.0	10.7	-12.6	1.7	-0.9	-1.0
COc1ccc(CNC(=O)COc2ccc(OC)cc2)cc1	0.1	-4.0	3.4	0.5	0.7	4.1	-3.0	0.0	4.5
COCCN(CC(=O)Nc1cc(Cl)ccc1-n1cncn1)Cc1nc2ccccc2c(=O)[nH]1	1.3	1.7	7.9	-0.8	2.3	13.4	-0.9	-3.8	4.3
O=C1N=C(c2ccccc2)S/C1=C\c1cccs1	-1.4	7.9	0.6	1.4	1.0	9.3	-0.3	-4.2	-8.0
O=C1OC(N2C(=O)CC[C@H]2C(=O)Nc2ccc3c(c2)OCO3)c2ccccc21 (some centres undefined)	2.3	9.5	3.9	-1.0	0.6	-17.1	2.3	14.0	-12.7
CCOC(=O)Cc1ccc(NC(=O)c2ccc([N+](=O)[O-])cc2)cc1	-16.7	-0.4	9.9	0.2	2.2	-2.6	-0.9	5.3	17.5
O=C(COc1ccccc1)NCC(=O)N/N=C/c1cccs1	3.0	16.5	6.3	-0.4	0.5	2.6	3.4	3.8	-11.6
Cc1ccc(S(=O)(=O)Nc2cc(C)cc(CCNC=O)c2C)cc1	-0.4	-8.7	8.8	2.6	2.8	-0.1	0.9	-2.8	14.0
COc1cc(OC)cc(C(=O)NC(C(=O)N2CCC2)C(C)C)c1 (centres undefined)	-7.3	13.6	9.3	2.0	0.0	3.1	-0.7	-1.4	-10.5
CC(C)OP(=O)(OC(C)C)/C(C=O)=N\Nc1ccc([N+](=O)[O-])cc1	-10.1	-0.9	12.5	-1.4	14.5	9.7	4.5	-11.1	5.3
O=C(/C=C/NNC(=O)c1ccc(Cl)cc1)c1ccccc1	-10.3	-0.7	6.5	-1.3	1.2	3.9	-5.9	-7.5	-4.3
O=C(NC(Cc1ccccc1)C(=O)N1CCN(c2ccc(F)cc2)CC1)c1ccccc1 (centres undefined)	-4.5	-6.5	5.0	-3.4	11.0	-1.6	1.5	-7.5	3.4
N#C/C(=C\c1ccc(N2CCOCC2)o1)C(=O)Nc1ccc(O)cc1	-10.2	-5.5	12.7	124.8*	9.5	-2.7	24.3*	-4.9	9.4

Two records picked at random from those above:
SMILES	M5 PAM	CHRM1 PAM	M5 antag	CRFBP-R2 agonist	CHRM4 agonist	M4 antag	CHRM5 agonist	CHRM4 PAM	CHRM1 antagonist
Cc1ccc(S(=O)(=O)Nc2cc(C)cc(CCNC=O)c2C)cc1	-0.4	-8.7	8.8	2.6	2.8	-0.1	0.9	-2.8	14.0
O=C(CSC1=Nc2ccccc2C2CC=NN12)NCc1ccco1 (centres undefined)	5.3	-0.6	9.7	-2.4	1.2	0.7	-3.1	-4.3	-3.1

The list goes on.
SMILES	M5 PAM	CHRM1 PAM	M5 antag	CRFBP-R2 agonist	CHRM4 agonist	M4 antag	CHRM5 agonist	CHRM4 PAM	CHRM1 antagonist
COc1ccc(C2C(C(=O)N3CCC(C(N)=O)CC3)CC(=O)N2c2ccc(OC)cc2)cc1 (centres undefined)	15.4	17.1	3.5	2.7	1.6	-0.8	3.3	3.5	-0.3
CCOc1cc(C2NC(=O)NC(c3ccccc3)=C2C(=O)c2ccccc2)c(Br)cc1OCC(=O)O (centres undefined)	6.9	-1.7	-3.3	-0.2	0.5	3.0	-0.8	-2.7	8.6
C[C@@H](C(=O)Nc1cc(C(F)(F)F)ccc1N1CCOCC1)N1C(=O)C2CC=CCC2C1=O (some centres undefined)	2.6	5.8	8.7	0.8	1.4	0.4	-0.3	3.5	-14.2
COc1cc2c(-c3ccc4cc[nH]c4c3)c(-c3ccc(C#N)cc3)oc(=O)c2cc1OC	2.9	-8.3	6.2	-1.5	0.1	8.5	-2.4	-3.6	10.9
Cc1nc(SCCC(=O)O)c2cc(-c3ccccc3)sc2n1	-0.8	6.0	6.8	-1.4	0.8	6.6	-2.6	3.0	-3.1
O=C(O)CCc1ccc(-c2ccccc2)n1Cc1ccco1	-4.6	13.7	6.7	-0.4	0.1	3.1	-0.3	-1.2	-22.9
Cc1ccc(S(=O)(=O)N2C[C@H]3C(=O)C[C@@H](c4ccc(Cl)cc4)N(S(=O)(=O)c4ccc(C)cc4)[C@H]3C[C@H]2c2ccc(Cl)cc2)cc1	-6.0	5.0	6.2	/	1.4	-6.2	2.3	-3.5	-0.3
CCn1c(SCC(=O)NCCc2ccccc2)nc2c([nH]c3ccccc32)c1=O	-5.1	4.7	-0.7	14.5	0.9	-1.0	-2.1	2.0	-5.9
COC(=O)c1cc(C)sc1NC(=S)N1CCN(CCc2ccccc2)CC1	7.8	4.7	6.6	2.9	0.4	-8.3	3.1	7.7	-3.0
O=C(C[C@H]1CC[C@@H](NC(=O)C2CC2)[C@@H](CO)O1)NCc1ccccc1Cl	-0.6	/	1.3	/	0.4	7.6	-1.1	-0.4	/
Clc1ccc(-c2cn3ccccc3n2)cc1	17.2	16.9	-10.8	-1.6	-1.0	-11.8	1.4	7.8	-12.6
O=C(NN1c2ccccc2CCc2ccccc21)c1ccccc1Br	-8.5	-2.8	1.9	0.8	-0.9	4.9	-2.8	-9.6	21.5
CC1(C)CC(NC(=O)COc2cc3oc(=O)c4c(c3cc2Cl)CCC4)CC(C)(C)N1	2.7	1.6	5.8	0.4	0.0	-9.8	-5.9	2.9	-2.5
COc1ccccc1C(=O)N/C(=C\c1cn(S(=O)(=O)N(C)C)c2ccccc12)C(=O)NCCN1CCOCC1	-3.9	1.7	9.3	-0.6	6.8	1.3	-2.2	-3.1	-2.0
CN(C(=O)c1cc(-c2ccc3c(c2)OCO3)on1)c1ccccc1	-3.9	8.7	16.3	0.9	2.1	1.0	-2.7	-3.0	-3.5
C[C@H](NC(=O)CCCOc1ccc(Cl)cc1Cl)c1nnc2ccccn12	3.4	0.3	-11.7	-0.2	0.6	2.8	-1.6	-1.4	6.6
CCn1c(SCC(=O)Nc2ccc(F)cc2F)nc2c(c1=O)SCC2	8.2	10.3	-9.3	-0.9	-0.4	-5.8	1.0	4.2	-7.6
Nc1nonc1-n1nnc(C(=O)N/N=C/c2cccc(Cl)c2)c1CSc1ccccc1	4.3	1.3	4.0	6.8	0.3	-6.4	-2.6	-0.6	4.5
Cc1noc(C)c1NC(=O)N(C)C[C@H]1Oc2ccc(NC(=O)Nc3ccc4c(c3)OCO4)cc2C(=O)N([C@H](C)CO)C[C@@H]1C	1.9	6.3	-1.5	1.4	1.5	-4.5	-0.3	14.8	-12.5
O=C(COc1ccccc1Cl)Nc1nnc(S(=O)(=O)N2CCCC2)s1	0.6	9.8	3.8	-0.6	0.2	-1.9	3.9	-0.4	-12.1
CCO[C@H]1OC(C(=O)N2CCN(Cc3ccc4c(c3)OCO4)CC2)=C[C@@H](c2ccc(C(F)(F)F)cc2)[C@@H]1CCCO	-0.6	-4.2	4.8	-2.4	5.0	11.5	-2.4	-7.4	10.3
CCc1ccccc1NC(=O)c1cc(-c2cccs2)on1	-3.4	-4.0	-3.4	0.5	-0.8	-11.7	-4.9	0.2	-2.2
NC(=O)CSc1ncnc2c1nnn2Cc1ccc(F)cc1	13.1	5.7	-3.0	-1.1	2.3	-4.7	4.1	3.3	-2.3
CC(=O)NCCSC(=O)c1ccc(F)cc1	-3.6	3.3	-2.9	1.7	0.3	-2.0	-2.8	6.5	1.8
Cc1nn(Cc2c(F)c(F)c(F)c(F)c2F)c(C)c1NC(=O)c1ccc(COc2ccc(Cl)cc2Cl)o1	-2.3	-6.7	3.6	1.9	1.8	5.2	-3.5	-2.3	1.2
COc1ccc(/C=N\NC(=O)c2ccc([N+](=O)[O-])c(C)c2)cc1COc1ccccc1C(N)=O	-6.2	-0.9	3.7	-1.4	7.8	7.4	-3.7	-5.3	1.6
CCN1CCCC1CNCC(=O)Nc1ccc(OC(F)(F)F)cc1 (centres undefined)	0.5	8.0	6.3	-0.4	0.5	6.1	-8.4	8.6	-16.6
CCCC(=O)N(c1ccc(OCC)cc1)S(=O)(=O)c1ccc2c3c(cccc13)C(=O)N2C	-2.8	0.4	-1.0	1.7	1.8	0.6	0.8	-3.0	-0.7
COc1ccc(C2/C(=C(/O)c3ccc(F)cc3)C(=O)C(=O)N2CCCN(C)C)cc1 (centres undefined)	0.1	7.7	14.1	4.5	0.2	-2.4	-1.1	3.7	-13.2
CC(C)Sc1nc2ccccc2n1CC(=O)O	0.8	5.9	-6.8	-2.0	2.0	-0.1	-4.5	12.1	-0.4
Cc1ccc(/C=N/NC(=O)c2cccc(S(=O)(=O)Nc3ccccc3Cl)c2)s1	-9.2	4.1	1.4	-1.7	3.9	0.6	-3.3	-1.0	-3.4
O=C(CN1CCCc2ccccc21)N/N=C/c1c(O)ccc2ccccc12	-6.0	1.2	-0.6	4.3	4.8	-7.8	-1.8	-4.3	-2.9
O=C(CSCc1ccc(Cl)cc1)Nc1ccccc1O	-2.0	-8.1	5.8	-2.2	3.2	0.4	-1.9	1.9	11.6
COC(=O)CSc1nc(C)cc(Oc2ccccc2)n1	-0.5	-0.2	-0.7	0.5	1.4	-1.8	1.0	0.7	-6.8
Cc1occc1C(=O)N1CCCC(Nc2ccc(F)c(F)c2)C1 (centres undefined)	-1.1	6.3	4.2	1.4	1.4	5.6	-3.2	-1.3	-11.4
COCCNC(=O)c1nc2c(nnn2Cc2cc(C)ccc2C)c(=O)[nH]1	-3.5	-0.9	8.3	-1.9	-0.5	-2.0	0.8	-0.3	1.0
